# From PubChem BioAssay
# PPC-1+TRAIL kill – compounds killing PPC-1 cancer cells with TRAIL present, primary screen, TRAIL potentiator project, ATPLite luminescence, uHTS | PPC-1 cells + TRAIL, ATPLite viability luminescence | cell killing (% activity), % at 4 µM | 220,000 tested, 0.41% active | AID 1443, 2008;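 active = cell killing above 50% in the first pass at 4 µM, then a duplicate retest at 5 µM averaging 50% or more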;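 note: plate controls were cells with TRAIL plus DMSO for no effect and medium-only wells lacking cells for full effect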
# TRPN1 ag – zebrafish TRPN1 channel agonists, primary screen, cell-based, HEK293, calcium fluorescence | activation, % at 3 µM | 220,000 tested, 0.18% active | transient receptor potential cation channel N1 (TRPN1/NompC), Danio rerio | AID 1424, 2008 | HEK293 zebrafish TRPN1-YFP, Fluo-8 calcium fluorescence; 100% = response to 87 µM carbachol;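 active = activation above its plate's cutoff, the mean activation of test wells on that plate plus 3 SD, cut at about 19% in these data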;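 note: 0% = DMSO alone and 100% = 87 µM carbachol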
#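 Material: zebrafish TRPN1-YFP in HEK293 cells; Doses: single test compound dose, 3 µM nominal, 0.3% DMSO; Timing: dye loading 1 h at 37 °C, then 30 min room temperature; Technique: intracellular calcium fluorescence with Fluo-8; Benchmarks: high carbachol 87 µM, low DMSO alone.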
# RBBP9 inh – human RBBP9 inhibitors, primary screen, biochemical, fluorescence polarization, FP-Rh probe, HTS; AID 1515, 2009; recombinant RBBP9; 220,000 tested, 0.2% active; inhibition, % at 7.94 µM; Serine hydrolase RBBP9 (Homo sapiens), O75884;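 active = inhibition above the campaign mean of all tested compounds plus 3 SD, cut at about 14% in these data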;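 note: plate controls were DMSO wells with RBBP9 for no effect and wells lacking RBBP9 protein for full effect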
# Target sequence (O75884 whole entry, looked up): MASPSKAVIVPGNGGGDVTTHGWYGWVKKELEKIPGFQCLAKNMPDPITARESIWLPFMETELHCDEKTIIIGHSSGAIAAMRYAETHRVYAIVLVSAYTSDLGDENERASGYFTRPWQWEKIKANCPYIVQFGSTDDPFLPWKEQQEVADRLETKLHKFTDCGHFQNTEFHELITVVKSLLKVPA
#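 Assay system: recombinant human RBBP9; Reagent: Serine-hydrolase probe FP-Rh, 375 nM pre-mixing; Doses: 7.94 µM single dose, 0.794% DMSO; Incubation: 30 min then 45 min, 25 °C; Detection: fluorescence polarization (mP), excitation 525 nm, emission 598 nm; Evaluation: percent inhibition from mP, scaled between DMSO and no-protein wells.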
# Ba/F3 V617F tox – reduced viability of JAK2V617F-dependent Ba/F3 cells, primary screen, JAK2V617F inhibitor project, cell-based, Ba/F3 EpoR-JAK2V617F, luminescence. ATP luminescence. inhibition, % at 5.6 µM. 220,000 tested, 1.1% active. AID 1446, 2008;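 active = inhibition above the campaign mean plus 3 SD over all tested compounds, cut at about 24% in these data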;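 note: cytokine-independent growth of Ba/F3 cells driven by EpoR plus mutant JAK2; 0% = DMSO-treated cells and 100% = JAK inhibitor I control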
# Wee1 stabilizer – Wee1 degradation inhibitors, primary screen, cell-based, HeLa, Wee1K328M-luciferase, luminescence; Wee1-like protein kinase (Homo sapiens), P30291; HeLa Luc-Wee1K328M stability; 100% = proteasome inhibitor MG132 effect; reporter increase, % at 5 µM; 220,000 tested, 1.2% active;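 active = activation above the mean of all tested compounds plus 3 SD, set per screening run, cut at about 8.8% in these data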;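 note: cells exposed to compound for 20 h before luminescence read; 0% = DMSO alone and 100% = MG132 at 30 µM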
# TRPML3 ag – human TRPML3 channel agonists, primary screen, cell-based, HEK293 TRPML3-YFP, Fluo-8 calcium fluorescence, 3 µM; 100% = the carbachol control signal; Mucolipin-3 (Homo sapiens), Q8TDD5; activation, % at 3 µM; 220,000 tested, 0.29% active;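 active = activation above its plate's cutoff, the mean activation of the plate's test wells plus 3 SD, cut at about 12% in these data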;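 note: 0% = DMSO only wells and 100% = carbachol wells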
# Target sequence (Q8TDD5 whole entry, looked up): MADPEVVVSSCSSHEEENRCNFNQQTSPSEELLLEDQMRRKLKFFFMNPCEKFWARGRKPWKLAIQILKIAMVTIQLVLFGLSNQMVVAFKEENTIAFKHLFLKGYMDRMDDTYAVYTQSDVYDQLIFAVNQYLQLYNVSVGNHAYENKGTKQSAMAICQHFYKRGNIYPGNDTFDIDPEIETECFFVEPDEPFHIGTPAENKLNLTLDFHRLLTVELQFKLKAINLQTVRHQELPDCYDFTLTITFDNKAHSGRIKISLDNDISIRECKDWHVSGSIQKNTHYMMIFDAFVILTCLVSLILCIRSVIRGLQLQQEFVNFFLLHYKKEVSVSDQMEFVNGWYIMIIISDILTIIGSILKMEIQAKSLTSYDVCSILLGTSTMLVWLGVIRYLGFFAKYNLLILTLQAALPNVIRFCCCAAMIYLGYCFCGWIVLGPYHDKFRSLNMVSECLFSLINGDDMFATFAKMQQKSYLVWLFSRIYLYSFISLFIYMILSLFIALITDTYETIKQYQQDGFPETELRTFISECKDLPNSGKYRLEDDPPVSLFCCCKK
#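 Test system – HEK293 line with stable expression of human TRPML3-YFP channel · Control set – carbachol 87 µM final as high control (100%), DMSO as low control (0%) · Signal – Fluo-8 calcium dye fluorescence, ex 470-495, em 515-575 nm · Incubation – 1-h 37 °C dye load, 5-s basal, 120-s post-compound reads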
# BaF3 tox – parental Ba/F3 cell viability inhibition, counter-screen for JAK2V617F inhibitor project, murine pro-B, CellTiter-Glo luminescence; AID 1486, 2009; CellTiter-Glo ATP luminescence; inhibition, % at 5.6 µM; 220,000 tested, 1.1% active;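 active = inhibition above a per-campaign cutoff, the mean inhibition of all tested compounds plus 3 SD, cut at about 27% in these data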;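 note: 0% = DMSO wells and 100% = JAK Inhibitor I control wells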
# CHOP inhibitor – inhibitors of CHOP promoter induction, primary screen, cell-based, unfolded protein response, luciferase reporter; CHO-K1 CHOP-promoter luciferase, tunicamycin-induced, 15-18 h; inhibition, % at 10 µM; 220,000 tested, 3.8% active;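 active = compounds that reduced the stress-induced luciferase reporter signal by more than about 70% of percent inhibition, limit read from the data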;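 note: 0% = tunicamycin plus vehicle and 100% = wells without tunicamycin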
# TNF death inh – inhibitors of TNF-alpha triggered necroptosis, primary screen, cell-based, Jurkat FADD-/-, single concentration; Jurkat FADD-/- TNF necroptosis rescue, ATP luminescence, 24 h; 0 = TNF only, 100 = no-TNF cells; activation (protection from cell death), % at 10 µM; 220,000 tested, 0.068% active;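 active = activation, meaning protection from cell death, of at least 50% relative to plate controls; inactive = activation below 50%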;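 note: necroptosis triggered by 40 ng/mL TNF-alpha added together with compound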
# The depositor's hits bear a star; . = no result given; [ ] = dose if it differs, or a comment.
SMILES,PPC-1+TRAIL kill,TRPN1 ag,RBBP9 inh,Ba/F3 V617F tox,Wee1 stabilizer,TRPML3 ag,BaF3 tox,CHOP inhibitor,TNF death inh
CC(=Nc1ccc(C)cc1C)c1sc2ccccc2c1O,31.6[5 µM],1.1,-1.9,-2.9,5.6,0.3,-0.7,31.6,-0.2
CC1(C)CC(=O)C2=C(C1)N(Cc1ccco1)C(=O)NC2(C(F)(F)F)C(F)(F)F,1.0,-0.7,-8.4,2.8,-0.8,0.1,3.5,20.0,1.7
c1ccc(-c2nc(-c3ccc(-c4ccon4)s3)no2)cc1,4.9,1.1,6.1,-3.9,0.0,1.1,-1.0,-4.9,2.2
COC(=O)C1CCN(C(=O)c2ccc(NC(C)=O)cc2)CC1,1.5,1.8,0.8,0.1,0.5,0.5,5.4,-16.0,-0.6
CCOC(=O)N1CCN(C(=O)C2CCN(C(=O)c3cc(OC)cc(OC)c3)CC2)CC1,25.3,0.5,-5.0,5.2,3.6,-0.4,6.0,9.8,2.0
Cc1cc(C(=O)Nc2nc3c(C)cccc3s2)c(C)o1,16.8,1.0,4.9,-1.4,-0.6,-0.1,-3.3,43.6,-0.7
Oc1ccc(-c2nc3c4c(ncn3n2)-c2ccccc2CC42CCCC2)cc1,3.3,1.2,0.1,-0.4,0.2,1.1,7.2,105.8*,1.0
c1ccc(OCCCN2CCCC2)cc1,9.6,0.3,1.6,1.6,3.9,0.6,7.5,-1.6,-0.5
CN(C)CCNC(=O)/C(=N\O)c1ccccn1,-1.8,0.7,4.0,2.2,-1.4,1.0,3.7,-2.6,-0.6
OCC1(CCCc2ccccc2)CCN(C2CCSCC2)CC1,0.8,-0.1,1.0,0.7,-2.9,1.0,-3.3,11.0,0.7
CCc1nnc(NC(=O)CSc2nnc(-c3cccnc3)n2CC)s1,-7.4,-1.6,-1.4,-3.2,2.6,0.9,-0.6,-11.6,1.2
CC(C)n1nc(C(=O)Nc2ccccc2N2CCOCC2)c2ccccc2c1=O,13.5,-0.8,3.4,1.6,2.6,0.5,-9.0,24.6,2.0
O=[N+]([O-])c1cccc(-c2ccc(/C=N/NC(=S)NCc3ccco3)o2)c1,1.2,-0.8,0.5,14.6,6.5,-1.3,11.1,25.6,-3.7
O=C(Nc1ccc2c3c(cccc13)CC2)c1cccc([N+](=O)[O-])c1,-3.6,0.3,-11.3,2.6,-0.1,0.0,3.2,27.3,3.4
O=C(Nc1ccc(Cl)c(S(=O)(=O)N2CCOCC2)c1)c1cc(-c2ccccn2)nc2ccccc12,24.8,4.2,-26.1,4.0,-3.8,0.4,8.0,31.7,-1.9
COc1ccc(Cc2noc(CN(C)Cc3cccc(-n4cccn4)c3)n2)cc1OC,15.2,1.7,-4.3,2.6,5.3,1.7,6.8,31.9,0.2
CCOC(=O)c1ccc(-c2ccc(CO)o2)cc1,0.0,0.1,-0.6,0.5,0.6,1.3,8.4,-43.2,-4.1
CCOc1ccc2c(c1)-c1c(ssc1=S)C(C)(C)N2C,23.5,-2.5,-1.6,1.4,-2.4,-1.1,4.7,37.3,-3.7
O=C(O)CCC(=O)Nc1sc2c(c1C(=O)Nc1cccc3ccccc13)CCCCC2,34.3,1.6,-2.7,2.6,-1.4,0.5,2.2,-7.3,-0.9
CC(=O)NCCc1nc2ccccc2n1Cc1cc(C)ccc1C,-12.5,1.9,5.4,-3.5,-1.0,0.5,1.0,-5.4,1.1
CC1(C)CC(=O)C(Sc2ccccc2C(=O)O)=C(O)C1,2.8,-0.3,-7.5,-0.6,3.1,0.8,3.0,-6.5,0.5
Cc1ccccc1NC(=O)Cn1cnc2c(oc3nc4c(cc32)COC(C)(C)C4)c1=O,13.1,1.3,-6.2,-1.8,0.4,0.6,5.8,-14.2,0.5
c1ccc(-c2cc(-c3nc4ccccc4[nH]3)c3ccccc3n2)cc1,31.4,1.9,-46.7,-1.3,1.9,0.9,2.5,31.9,-2.6
S=C(NC1CCCC1)NC1CCCC1,17.6,1.1,0.4,-1.6,0.0,0.7,3.4,7.2,-1.8
CC(C)C(=O)Nc1ccc([N+](=O)[O-])cc1Br,10.3,-1.1,-4.9,-3.4,1.4,0.1,4.4,6.9,1.9

# Only TRPN1 ag and CHOP inhibitor, for some of the entries so far:
Compound	TRPN1 ag	CHOP inhibitor
O=C(O)CCC(=O)Nc1sc2c(c1C(=O)Nc1cccc3ccccc13)CCCCC2	1.6	-7.3
CCc1nnc(NC(=O)CSc2nnc(-c3cccnc3)n2CC)s1	-1.6	-11.6

# Next section.
SMILES,PPC-1+TRAIL kill,TRPN1 ag,RBBP9 inh,Ba/F3 V617F tox,Wee1 stabilizer,TRPML3 ag,BaF3 tox,CHOP inhibitor,TNF death inh
Cc1ccc(CNC(=O)C(=O)NCC(c2ccco2)N2CCOCC2)cc1 (configuration not stated),5.0,-0.8,-4.3,-2.4,-3.0,0.9,1.4,14.6,2.9
Cc1cc(C)nc(N2CCC(C(=O)NCc3ccccc3)CC2)n1,37.6,0.1,-4.0,-1.5,-0.9,0.8,2.2,1.2,2.6
O=C(N/N=C/c1cc([N+](=O)[O-])ccc1O)c1cc(-c2ccccc2)nc2ccccc12,15.7,-0.1,-4.0,4.2,-3.2,0.8,3.1,58.0,-8.8
O=C(c1cccs1)c1ccc(-c2cccs2)s1,25.0,-0.3,-6.7,-0.9,0.1,0.2,1.7,.,-0.6
CCN1CCSc2ccc(C(=O)Nc3ccc(NC(C)=O)cc3)cc21,2.8,0.5,-7.1,-3.0,-2.4,-0.2,-1.1,19.4,-1.8
Nc1c(C(=O)NCc2ccccc2)sc2nc(N3CCOCC3)c3c(c12)CCCC3,18.0,-1.2,3.4,-2.8,-1.6,-0.2,-1.9,14.2,-9.2
CN(C)CC1CCCCC1OC(=O)c1ccc(Br)cc1 (configuration not stated),7.2,-1.3,-4.4,0.3,1.9,1.1,3.6,26.8,2.4
COc1ccc(/C=N/NC(=O)c2ccc(CN3c4cccc5cccc(c45)S3(=O)=O)cc2)cc1,-7.5,1.9,-12.7,-4.9,-2.0,0.6,3.0,2.2,0.2
CCOC(=O)c1oc2cc(O)ccc2c(=O)c1-c1csc(C)n1,-8.6,-1.0,-8.3,0.3,-2.8,0.5,2.0,-9.4,-2.4
N#Cc1cccc(NC(=O)CCn2ccnc2)c1,-0.3,-0.1,2.1,-2.2,-3.8,0.7,1.5,-4.4,1.0
Cn1ccnc1SCC(=O)c1ccc([N+](=O)[O-])cc1,21.1,-0.6,3.5,-3.2,2.1,0.6,-4.2,31.4,-0.5
CCOC(=O)c1cc(NCc2cccs2)ccc1N1CCOCC1,21.8,1.0,-3.7,1.6,-4.3,0.3,6.4,-2.2,0.8
Cc1cccc(NS(=O)(=O)c2ccc(C3CCCCC3)cc2)c1,9.3,-0.6,-14.2,0.5,-0.4,-0.2,8.0,107.4*,-10.3
CC(CCn1cccn1)NC(=O)CCc1nnc(CCc2ccccc2)o1 (configuration not stated),.,-0.2,0.6,-3.6,-0.1,0.1,-0.1,-6.7,1.2
CCOC(=O)CCc1c(C)c2ccc(OCc3cc([N+](=O)[O-])ccc3OC)c(C)c2oc1=O,26.3,-0.1,-1.5,2.5,-0.7,-0.4,8.0,-47.0,1.0
CC(CNC(=O)C(C)C)NC(=O)C(C)C (configuration not stated),-12.4,1.2,-6.7,-3.2,-1.0,0.1,2.1,22.3,1.8
CCCCc1c(O)nc(SCC(=O)NC(C)(C)C)n(-c2ccccc2C)c1=O,11.6,-0.6,-6.5,-2.2,2.0,-0.8,-2.1,30.0,-0.6
COc1c(Cl)cc(Cl)cc1CNc1ccc(S(N)(=O)=O)cc1,-14.2,-0.4,0.7,4.7,5.0,0.1,9.5,9.4,-0.4
COCC(=O)OCC(=O)c1cc(C)n(-c2ccc(Br)cc2)c1C,-2.3,-2.9,-5.4,2.4,1.5,0.1,8.3,21.0,-1.4
O=C(Nc1ccc(F)cc1)OCCOc1ccc(Br)cc1,-2.0,-3.3,-8.0,-3.4,-0.9,-1.1,3.6,-6.4,1.1
Clc1nc(Nc2ccc(N3CCOCC3)cc2)c2ccccc2n1,-9.6,2.1,-5.3,3.7,2.1,1.7,8.5,16.1,1.6
Cc1ccc(NC(=O)CN2CCN(c3ccccn3)CC2)cc1S(=O)(=O)N(C)C,9.3,-0.8,9.0,-3.7,-1.0,1.1,-1.2,6.7,1.3
O=C(CSc1nc(-c2ccco2)cc(C(F)(F)F)n1)NCCCN1CCOCC1,4.6,0.6,-5.6,3.1,-3.4,0.1,-0.6,4.2,0.4
CC1=C(C(=O)NCc2ccccc2)C(c2ccccc2OCC(N)=O)NC(=O)N1 (configuration not stated),17.6,1.4,-8.2,-1.6,3.9,1.0,4.8,-2.0,-0.3
CC(=O)Nc1ccc(CN2CCC(CO)(CCOc3ccccc3)CC2)cc1,2.2,0.5,-6.9,5.0,-1.4,0.7,10.2,-1.5,1.8
SMILES,PPC-1+TRAIL kill,TRPN1 ag,RBBP9 inh,Ba/F3 V617F tox,Wee1 stabilizer,TRPML3 ag,BaF3 tox,CHOP inhibitor,TNF death inh
CSc1sc(-c2n[nH]c(=S)n2C)c2c1C=CCC2,-7.5,0.4,-9.7,-2.4,-2.6,-1.4,-1.1,-4.3,3.3
O=C(Nc1ccccc1C(=O)N1CCOCC1)c1cccc(S(=O)(=O)N2CCCC2)c1,-2.0,0.1,0.0,-1.4,0.7,0.5,2.3,4.0,0.1
CCOc1cc(/C=N/NC(=O)C(=O)NCc2cccnc2)ccc1O,5.0,-0.9,-5.5,5.6,-1.5,0.1,6.2,4.2,-1.6
CCOc1ccc(CCNC(=O)CSc2cc(=O)n(CC)c3ccccc23)cc1OCC,12.4,0.2,-5.5,1.1,-0.7,-0.2,2.2,28.7,1.7
O=C(NCCn1ccc2ccccc21)C1CCCCC1,-10.3,-0.1,-3.6,-0.4,1.1,-0.8,5.2,28.0,2.2
CN(C)/C=C(\C=N\OCc1ccc(Cl)cc1Cl)C(=O)Nc1ccc(Cl)c(Cl)c1,7.2,0.9,-19.6,-3.2,-1.4,-0.2,-1.1,8.6,1.7

# Compounds were not picked by outcome; about 6.8% have a hit in one of these screens.
